GSTO1 inh: blocks human GSTO1 in RBBP9 counter-screen; P78417; recombinant GSTO1, activity-based probe fluorescence polarization; inhibition, % at 5.96 µM; actives 1.1% (n = 300,000); AID 1974;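 active = inhibition above the campaign mean inhibition plus 3 SD, cut at about 35% in these data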;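 note: 0% = GSTO1-1 with DMSO and 100% = wells lacking GSTO1-1 enzyme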
Target sequence (P78417 whole entry, looked up): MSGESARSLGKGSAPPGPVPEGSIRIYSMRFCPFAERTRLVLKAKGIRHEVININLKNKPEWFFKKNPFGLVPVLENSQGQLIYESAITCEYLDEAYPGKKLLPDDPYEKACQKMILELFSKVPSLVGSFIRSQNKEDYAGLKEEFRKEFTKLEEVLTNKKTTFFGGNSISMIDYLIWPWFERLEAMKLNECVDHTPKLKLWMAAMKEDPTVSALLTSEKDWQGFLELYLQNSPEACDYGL
EBNA-1 inh: blocks EBNA-1 binding to DNA; EBNA-1 DNA binding, fluorescence polarization; inhibition, % at 14.8 µM; actives 0.34% (n = 300,000); AID 1950; in the data active = inhibition above about 28%
PAFAH2 inh: inhibitors of human PAFAH2 | inhibition, % at 3.39 µM | recombinant PAFAH2, FP-rhodamine activity probe, fluorescence polarization | Q99487 | actives 0.99% (n = 340,000);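 active = inhibition above the mean over all tested compounds plus 3 SD, cut at about 30% in these data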;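 note: inhibitors block probe labeling of enzyme so polarization drops; 0% = enzyme with DMSO and 100% = wells lacking PAFAH2 protein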
ZTA counter: counter-screen for EBNA-1 inhibitors: inhibitors of Epstein-Barr virus ZTA; inhibition, % at 11 µM; ZTA-DNA binding, fluorescence polarization; AID 2234; actives 0.15% (n = 320,000); in the data active = inhibition above about 33%
Target sequence (P03206 whole entry, looked up): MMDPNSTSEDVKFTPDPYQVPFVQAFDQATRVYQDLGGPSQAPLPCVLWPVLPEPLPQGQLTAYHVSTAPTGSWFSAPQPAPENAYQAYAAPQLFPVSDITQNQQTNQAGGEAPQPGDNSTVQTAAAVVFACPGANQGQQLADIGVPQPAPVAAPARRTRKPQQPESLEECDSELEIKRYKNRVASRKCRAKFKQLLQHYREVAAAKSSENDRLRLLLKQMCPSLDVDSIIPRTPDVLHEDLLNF
LYPLA2 inh: counter-screen for PME1 inhibitors: inhibitors of human LYPLA2; O95372; recombinant LYPLA2, FP-Rh probe fluorescence polarization; inhibition, % at 5.9 µM; actives 0.38% (n = 320,000);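 active = inhibition above the screen-wide mean plus 3 SD, limit set per campaign, cut at about 26% in these data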;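 note: 0% = LYPLA2 with DMSO and 100% = wells lacking LYPLA2 enzyme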
PREPL inhibitor: human PREPL enzyme inhibition. Q4J6C6. recombinant PREPL, fluorescence polarization activity-based probe. inhibition, % at 5.96 µM. actives 0.68% (n = 320,000); in the data active = inhibition above about 43%;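 note: 0% = enzyme with DMSO and 100% = wells lacking enzyme; many of its hits are not listed in these tables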
PAFAH1B3 FP inh: inhibitors of human PAFAH1B3 | actives 0.28% (n = 340,000) | Q15102 | inhibition, % at 3.39 µM | recombinant PAFAH1B3, FP-rhodamine probe, fluorescence polarization;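 active = inhibition above the screen-wide average of all tested compounds plus 3 SD, cut at about 25% in these data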;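 note: 0% = enzyme with DMSO only and 100% = wells lacking PAFAH1B3 protein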
Target sequence (Q15102 whole entry, looked up): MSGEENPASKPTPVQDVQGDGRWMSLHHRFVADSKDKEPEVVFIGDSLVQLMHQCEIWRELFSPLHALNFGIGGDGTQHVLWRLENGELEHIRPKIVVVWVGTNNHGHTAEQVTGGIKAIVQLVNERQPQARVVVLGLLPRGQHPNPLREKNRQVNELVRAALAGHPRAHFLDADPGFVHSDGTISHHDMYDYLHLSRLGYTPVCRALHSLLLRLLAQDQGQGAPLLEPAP
PAD4 FP inh: PAD4 (human) enzyme inhibition; Q9UM07; inhibition, % at 6.36 µM; actives 0.41% (n = 330,000); AID 485272; recombinant PAD4, RCA probe fluorescence polarization;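 active = percent inhibition above a cutoff equal to the mean of all tested compounds plus 3 SD, cut at about 15% in these data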;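 note: 0% = PAD4 with RCA probe and DMSO and 100% = probe without PAD4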
LYPLA1 counter: counter-screen for PME1 inhibitors: inhibitors of human LYPLA1; recombinant LYPLA1, FP-Rh probe fluorescence polarization; inhibition, % at 5.9 µM; actives 0.16% (n = 320,000);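 active = inhibition above the mean of all tested compounds plus 3 SD, set per campaign, cut at about 14% in these data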;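 note: inhibitors block serine hydrolase probe labeling of LYPLA1 so polarization falls; 0% = enzyme with DMSO and 100% = wells lacking LYPLA1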
Target sequence (O75608 whole entry, looked up): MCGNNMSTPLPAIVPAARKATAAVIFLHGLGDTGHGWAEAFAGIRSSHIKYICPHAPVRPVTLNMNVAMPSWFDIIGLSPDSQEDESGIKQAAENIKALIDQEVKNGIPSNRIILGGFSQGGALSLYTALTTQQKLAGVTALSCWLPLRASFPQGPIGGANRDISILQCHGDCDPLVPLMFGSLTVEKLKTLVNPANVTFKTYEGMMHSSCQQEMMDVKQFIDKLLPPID
The depositor's hits bear a star; · = no result given.

SMILES	GSTO1 inh	EBNA-1 inh	PAFAH2 inh	ZTA counter	LYPLA2 inh	PREPL inhibitor	PAFAH1B3 FP inh	PAD4 FP inh	LYPLA1 counter
CC(C)CNC(=O)NC(=O)COC(=O)Cn1cnc2ccccc2c1=O	11.4	3.7	-4.2	10.6	0.1	0.1	6.1	-1.5	0.0
CCN(C(=O)c1ccc2c(=O)n3c(nc2c1)CCCCC3)c1ccc(F)cc1	-67.4	-4.1	-2.1	-4.0	0.9	9.6	5.0	-1.4	-3.2
Cc1c(NC(=O)CSCc2c(F)cccc2Cl)c(=O)n(-c2ccccc2)n1C	4.9	-9.1	·	-3.9	-4.5	-1.1	·	-5.6	1.8
O=C(N=C1SC2CS(=O)(=O)CC2N1Cc1ccc(Cl)cc1)C1CCCO1 (configuration not stated)	3.8	7.0	-5.2	-15.2	-1.1	8.8	-0.1	2.8	1.6
Nc1nccnc1C(=O)OCC(=O)Nc1cccc(S(=O)(=O)N2CCCCC2)c1	7.3	-1.7	-1.9	-6.5	-2.8	5.2	0.2	-0.7	-5.3
CC(/C=C/c1ccccc1)=N/NC(=O)c1nc2nc(C)cc(C)n2n1	-7.2	13.6	1.7	6.5	2.0	10.3	1.7	1.5	3.9
Cc1ccc(NC2CCCN(C(=O)c3cn4cc(Cl)ccc4n3)C2)cc1C (configuration not stated)	9.0	-9.8	5.1	-18.1	7.8	24.4	-2.5	5.3	1.1
O=C(COC(=O)Cc1ccccc1[N+](=O)[O-])NCc1ccc(F)cc1	3.3	5.4	1.9	-9.2	3.4	-6.6	-2.8	1.7	0.3
O=C(CNC(=O)c1ccc(Cl)cc1)OCCCOC(=O)CNC(=O)c1ccc(Cl)cc1	-0.9	-9.2	3.7	-2.5	0.3	-7.4	8.3	-4.4	1.8
COc1ccc(NC(=O)CN2C(=O)CSC(C)C2=O)cc1 (configuration not stated)	6.0	0.4	5.7	9.4	5.6	-8.2	8.8	1.9	-1.2
CCn1c(COc2cccc3cccnc23)nnc1SCC(=O)OC	7.8	-6.0	-6.4	7.4	-2.5	-2.4	3.7	-4.7	2.3
CCN(CC)C(=S)NC(=O)c1ccc(Cl)cc1Cl	-0.1	4.3	0.4	0.8	1.8	5.5	8.7	2.1	-1.5
Cc1cc(Nc2cccc(F)c2)nc(N2CCOCC2)n1	8.2	-0.4	-0.7	-1.0	-2.2	-6.4	4.3	-3.6	1.2
COc1ccc(CCNC(=O)COc2cc(O)c3c(c2)OC(C)(C)CC3=O)cc1	-5.7	13.3	6.1	4.4	7.5	3.0	-0.8	-0.8	-0.6
CCc1ccc(NC(=O)c2sc3nc(C)nc(N4CCN(c5ccccn5)CC4)c3c2C)cc1	-4.4	-14.2	-6.5	7.6	-32.7	-8.3	-7.5	13.9	-13.5
CCN(CC)c1ccc2cc(/C(N)=N/NC(=O)c3cccs3)c(=O)oc2c1	-4.0	-10.0	·	2.2	7.0	4.4	·	-2.1	3.1
CC(=O)c1oc2ccccc2c1N	3.2	-5.8	-3.9	-7.0	7.2	-13.0	4.1	-2.5	3.6
CC(C)NC1CS(=O)(=O)CC1O (configuration not stated)	2.8	-0.5	7.1	7.2	-0.4	3.8	5.3	-2.6	-1.1
O=c1[nH]c2ccc(NC(=S)Nc3ccccc3Cl)cc2[nH]1	-0.1	11.9	-0.8	16.7	5.7	3.6	-1.5	-3.5	3.3
CCOc1ccc(CN2C(=O)c3ccccc3C2C(=O)NC(C)CC)cc1OC (configuration not stated)	2.9	9.2	17.0	-1.0	-1.8	0.9	1.6	3.3	0.6
CC(C)(Oc1ccc(Cl)cc1)C(=O)O	6.4	-10.9	-2.9	3.4	-1.8	-0.5	-2.3	2.8	-2.7
Cc1ccc2oc(=O)c(-c3ccc(O)cc3)c(C)c2c1	·	·	-7.3	-7.0	4.5	9.3	1.7	-4.5	0.4
Cc1ccc(-c2cc(N)n(-c3ccc(C)cc3)n2)cc1	2.0	6.6	3.7	10.7	-4.8	2.3	1.6	-1.6	-3.3
Cn1cc(CC(=O)NC2CCCCC2)c2ccccc21	1.8	-13.4	-2.0	-4.1	-0.1	2.7	-2.6	-5.0	1.4
CNC(=O)COc1coc(CN2CCN(C(=O)c3ccco3)CC2)cc1=O	0.6	1.9	-2.9	4.0	5.2	10.1	6.1	1.3	1.0

Complete entries, looked up by structure. Values in the order: GSTO1 inh | EBNA-1 inh | PAFAH2 inh | ZTA counter | LYPLA2 inh | PREPL inhibitor | PAFAH1B3 FP inh | PAD4 FP inh | LYPLA1 counter
CCOc1ccc(CN2C(=O)c3ccccc3C2C(=O)NC(C)CC)cc1OC (configuration not stated) is entered as 2.9 | 9.2 | 17.0 | -1.0 | -1.8 | 0.9 | 1.6 | 3.3 | 0.6
CCN(CC)c1ccc2cc(/C(N)=N/NC(=O)c3cccs3)c(=O)oc2c1 is entered as -4.0 | -10.0 | · | 2.2 | 7.0 | 4.4 | · | -2.1 | 3.1
COc1ccc(NC(=O)CN2C(=O)CSC(C)C2=O)cc1 (configuration not stated) is entered as 6.0 | 0.4 | 5.7 | 9.4 | 5.6 | -8.2 | 8.8 | 1.9 | -1.2
CC(C)NC1CS(=O)(=O)CC1O (configuration not stated) is entered as 2.8 | -0.5 | 7.1 | 7.2 | -0.4 | 3.8 | 5.3 | -2.6 | -1.1
CCN(CC)C(=S)NC(=O)c1ccc(Cl)cc1Cl is entered as -0.1 | 4.3 | 0.4 | 0.8 | 1.8 | 5.5 | 8.7 | 2.1 | -1.5

The list goes on:
SMILES	GSTO1 inh	EBNA-1 inh	PAFAH2 inh	ZTA counter	LYPLA2 inh	PREPL inhibitor	PAFAH1B3 FP inh	PAD4 FP inh	LYPLA1 counter
CCOC(=O)CCc1nc2ccccc2[nH]1	7.3	-4.9	-3.9	-12.5	-8.0	1.0	5.6	-0.2	-1.8
Cc1ccc(C)c(NC(=O)C[n+]2ccccc2)c1	2.6	2.1	-3.9	6.4	-1.2	-3.2	3.1	0.7	2.7
Cc1ccc(C)c(N2CCN(CC(=O)Nc3ccc([N+](=O)[O-])cc3C(=O)Nc3ccccc3F)CC2)c1	8.0	8.9	-15.0	-4.5	1.6	31.1	-0.1	-0.6	-3.1
CCCNC(=O)c1ccc(N2CC3CC(C2)c2cccc(=O)n2C3)c(NC(=O)Nc2ccc(CC)cc2)c1 (configuration not stated)	-2.6	-2.4	19.3	2.7	-3.0	13.5	4.0	2.0	-3.9
COc1cc(-c2cc(-c3ccccc3)nc(SCC(=O)O)c2C#N)cc(OC)c1OC	-8.4	20.3	27.8	8.1	2.5	-6.2	22.3	-5.3	-5.2
Cc1ccccc1C(=O)NNC(=O)CSc1nnc(C)n1-c1ccccc1	2.1	-11.2	-1.3	-15.6	9.2	-2.1	10.3	-1.8	4.2
CCOC(=O)C(C(=O)OCC)C(CC(=O)C1CC1)c1ccccc1 (configuration not stated)	2.1	-6.2	7.0	-1.6	-4.1	5.8	1.0	1.3	-1.5
Cc1cccc(NC(=O)c2cccc(NC(=O)c3ccco3)c2)c1C	6.1	-5.9	-6.6	-3.0	-2.6	11.2	2.7	1.7	1.6
C=CCc1cc(OC)ccc1OCCN(C)Cc1ccccc1	3.7	6.7	4.5	2.6	0.6	2.9	3.1	4.1	1.3
CCCC(=O)Nc1ccc(C#Cc2ccccc2)cc1	4.9	1.5	6.2	-16.5	5.4	-12.0	4.3	-2.4	0.5
COc1ccccc1C(=O)NCCCNC(=O)c1ccccn1	5.4	-2.6	-7.8	-11.2	0.0	-0.7	0.8	-0.7	0.6
Cc1ccc(C)c2sc(N)nc12	2.4	9.0	7.0	6.4	1.5	-6.2	-0.9	3.1	8.2
COc1ccc(/C=C(\C#N)C(=O)OCC(=O)NC(C)c2ccccc2)cc1 (configuration not stated)	4.2	-2.4	4.5	3.0	1.5	-2.5	2.3	5.5	-1.5
CC(=O)c1ccc(NC(=S)NCCc2cccc(Cl)c2)cc1	-5.5	10.4	-2.1	15.1	-9.8	-12.2	5.5	-4.5	-12.5
CC1CCC(NC(=O)c2cc(C3CC3)nn2-c2ccccc2)CC1 (configuration not stated)	·	·	4.5	16.0	2.4	5.3	8.1	6.4	-0.2
O=[N+]([O-])c1ccc(/C=N/NC(=S)Nc2ccc(Cl)cc2Cl)s1	-43.3	-19.1	5.0	-8.6	-1.4	18.8	5.8	-16.9	2.3
CC(C)c1ccc(NC(=O)C2CCC(CNC(=O)[C@@H]3Cc4ccccc4CN3)CC2)cc1 (some centres not stated)	-5.3	9.8	-1.8	3.6	-5.8	-4.9	-0.9	-5.8	0.3
Cc1ncc(CN2CCCC(CCC(=O)NCc3ccccc3F)C2)s1 (configuration not stated)	-0.9	-5.9	8.3	1.9	-6.8	-2.9	3.1	-2.5	-2.3
CCCC(=O)Nc1cccc(NC(=O)c2ccc3c(c2)OCO3)c1	5.5	0.7	-12.9	2.2	-3.1	13.1	5.0	-8.6	1.0
NS(=O)(=O)c1ccc(CCNC(=O)CN2CCCCC2)cc1	6.2	5.9	3.2	-4.0	-0.3	-2.4	-1.5	-3.4	-1.8
COc1cc(CNCc2ccccc2Cl)ccc1OCC(=O)NC1CCCCC1	-4.5	-9.3	5.1	-4.3	4.2	13.8	2.1	-4.0	0.5
O=C1CN(c2ccc(F)cc2)C(=S)N1c1ccccc1	-1.4	-3.8	3.9	-12.4	-0.9	-6.2	6.5	3.4	-0.7
CN(Cc1c(F)cccc1Cl)C(=O)CCc1c[nH]c2ccccc12	24.9	-7.6	-3.7	-9.1	4.7	21.6	-3.9	-1.7	-1.2
COc1ccc(OC)c(NC(=O)c2cc(-c3ccc(C)cc3O)n[nH]2)c1	-7.9	-6.9	-13.8	3.8	-13.2	13.6	-6.7	-6.6	-4.0
CC(C)c1ccc(/C=N/NC(=O)c2nnn(-c3nonc3N)c2CN2CCOCC2)cc1	-0.8	4.2	-4.9	-3.8	4.4	7.9	-9.2	-2.5	0.4

The list goes on.
SMILES	GSTO1 inh	EBNA-1 inh	PAFAH2 inh	ZTA counter	LYPLA2 inh	PREPL inhibitor	PAFAH1B3 FP inh	PAD4 FP inh	LYPLA1 counter
O=C(C1CCN(S(=O)(=O)c2ccccc2)CC1)N1CCN(c2ccccc2)CC1	4.9	2.8	-1.9	10.3	10.2	2.5	2.9	-1.9	1.3
CCC(Sc1ncnc2sc(C)c(C)c12)C(=O)OC (configuration not stated)	0.5	7.5	6.9	11.4	-1.0	-60.3	5.3	-2.1	-3.2
CC(CC1C(C#N)=C(N)OC2=C1C(=O)CCC2)c1ccccc1 (configuration not stated)	0.7	-3.1	-0.5	-2.0	2.4	-6.9	1.1	-3.3	-2.4
COc1ccc(/C=C/C(=O)NCC(=O)N/N=C(/C)c2ccc(Cl)cc2)cc1	-4.4	-3.3	2.9	10.1	4.1	-0.3	-3.6	1.3	0.0
Cc1[nH]n(-c2ccccc2)c(=O)c1CCOC(=O)c1ccc(C(F)(F)F)cc1	10.8	-4.3	-2.7	6.1	-1.1	-2.8	-2.2	1.2	-5.2
CCC1=NC(c2ccc(OC)c(OC)c2)N(O)C1(C)C (configuration not stated)	1.0	-6.5	-1.3	1.2	-3.0	2.3	9.4	-7.3	-1.7
CCOC(=O)c1c(NC(N)=O)nc2n1CCC2	4.8	-4.7	1.1	-9.3	0.4	-1.5	-3.4	3.9	7.1
O=C(NCC(c1ccco1)N1CCOCC1)c1ccc([N+](=O)[O-])cc1 (configuration not stated)	2.7	-5.7	-6.1	-15.6	-4.7	-10.8	5.5	-3.1	-3.1
Cc1cc2ccccc2c(=O)n1CC(=O)NCC1COc2ccccc2O1 (configuration not stated)	-0.3	0.8	1.8	5.1	3.0	0.9	8.2	-0.8	3.2
O=C(NNC(=O)c1ccccc1Br)c1ccccc1Cl	3.2	-1.4	-4.9	2.0	-1.4	-2.7	4.5	-2.8	-1.1
COCc1ccc(C(=O)N(C)CC2CCCN(CCc3ccc(OC)cc3)C2)o1 (configuration not stated)	4.1	4.6	-13.3	8.1	0.1	2.5	7.2	-3.0	1.3
CCCCC(=O)Nc1cc(C)c2c(=O)oc3ccccc3c2n1	-0.1	4.1	-0.5	9.1	-4.3	-7.8	6.3	-3.6	-3.7

Screens as filed in PubChem BioAssay.

Only part of the results is shown; rates above refer to the full screens.
